bCat nuc transl: modulators of beta-catenin nuclear translocation, primary screen, imaging, HeLa cells, immunofluorescence, high-content. 0.3% of 190,000 active. nuclear translocation activity, % at 5 µM;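 active = nuclear translocation activity above 50% at 5 µM, with a well cell count of 50 or more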;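 also: per-cell ratio of nuclear to cytoplasmic median beta-catenin stain intensity; plate controls were DMSO negative control for no effect and GSK-3 inhibitor IX positive control for full effect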
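test system = HeLa cells, endogenous beta-catenin | dosing = single 5 µM dose plus 0.02–20 µM confirmation series | times = compound treatment 24 h, 37°C, 5% CO2 | technique = beta-catenin immunofluorescence imaging with DAPI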
Dynein cargo inh: inhibitors of GR-EGFP nuclear translocation, primary screen, dynein cargo transport inhibitor project, imaging, high-content, 3617.4 mouse cells. 0.47% of 220,000 active. test concentration mostly 20 µM; stimulated with dexamethasone, 1 µM; stronger effect = lower value. z-score, hits read low;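 active = plate z-score of nuclear minus cytoplasmic receptor signal below a set negative limit, without overly bright fluorescence or cell loss, cut at about -3.5 in these data, passing the limit was not always enough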;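 also: z-score of nuclear minus cytoplasmic ring GR-EGFP intensity difference per well; some compounds called inactive have numbers as strong as hits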
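Also added: dexamethasone, 1.0 µM final. Medium: tet-free, stripped-serum medium. Detection: fixed, Hoechst-stained cells imaged at 10x for EGFP. Read-out: nuclear-to-cytoplasmic GR-EGFP distribution per well. Times: induction 48 h, compound 1 h, agonist 30 min.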
Autophagy HCS: autophagy modulators in MEF cells, primary screen, imaging, high-content, MEF GFP-LC3 | MEF GFP-LC3 puncta imaging; test concentration mostly 10 µM | calls only at 10 µM (by protocol) | 0.98% of 190,000 active;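 active = percentage of spot-positive cells more than 3 SD above its plate mean, without a fluorescence outlier flag or 80% toxicity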;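 also: spot-positive cell cutoff set from DMSO-treated cells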
M17LAP inhibition: P. falciparum M17LAP inhibitors, primary screen, biochemical, fluorogenic H-Leu-NHMec substrate, 1536-well (AID 1619); 0.38% of 220,000 active; inhibition, % at 30 µM; hits with a dose series show IC50 in µM; recombinant M17LAP, H-Leu-NHMec fluorogenic kinetic assay; higher % means a stronger effect;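 active = compound inhibiting the enzyme by more than half at any dose during confirmatory dose-response retesting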;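 also: plate controls were full reaction with DMSO carrier for no effect and no enzyme background for full effect; strong numbers were not always called active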
K1F lysis inhibition: inhibition of K1F phage lysis, E. coli UTI89, bacterial capsule biogenesis inhibitors, alamar blue (AID 488966); inhibition, % at 100 µM, or IC50 in µM where a hit was titrated; E. coli UTI89 K1F phage lysis, alamar blue, 2 h; higher % means a stronger effect; 0.02% of 340,000 active;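 active = phage lysis inhibition, versus mean bacterial control, above a set limit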;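 also: capsule biogenesis inhibitors block K1F phage lysis so surviving cells raise fluorescence; higher fluorescence means more inhibition of phage lysis; actives were called in the ten point dose series up to 300 µM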
P. falciparum M1AAP: P. falciparum M1AAP inhibitors, biochemical, fluorogenic H-Leu-NHMec substrate, 1536-well (AID 1445). 0.42% of 220,000 active. recombinant M1AAP, H-Leu-NHMec fluorogenic kinetic assay; higher % means a stronger effect. Aminopeptidase N (Plasmodium falciparum (isolate 3D7)). one-dose inhibition, % at 30 µM; IC50 in µM for titrated hits;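 active = primary inhibition above the hit cutoff, then over 50% inhibition at one or more dose response concentrations, cut at about 23% in these data, passing the limit was not always enough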;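 also: plate controls were DMSO full reaction for no effect and no enzyme background for full effect; strong numbers were not always called active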
MT stabilize HCS: microtubule stabilizers in HeLa cells, primary screen, imaging, high-content imaging | AID 2205, 2009 | HeLa tubulin immunostaining HCS, 24 h; share of cells brighter than vehicle mean+2SD | 0.83% of 200,000 active | % tubulin-high responders, % at 10 µM;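 active = plate Z-score above 3 for both tubulin-high and condensed-nucleus cell shares, with cell loss under 80%, at 10 µM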;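 also: anti alpha tubulin signal scored within the nucleus-defined area of each cell; some results filed as inactive read as strong as hits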
CSM14.1 death rescue: rescue of cells from ER stress-induced death, primary screen, 384-well, CSM14.1, thapsigargin, ATP luminescence (AID 1222) | CSM14.1 thapsigargin-induced death rescue, ATP luminescence; higher % means a stronger effect | cellular ATP content (survival), % at 20 µM, or EC50 in µM where a hit was titrated | 190,000 tested, under 10 active;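 active = EC50 below 50 µM in the dose-response confirmation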;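 also: death triggered by thapsigargin at about 15 µM added after 2 h compound pretreatment; cell ATP read after overnight thapsigargin exposure of roughly 18 to 22 hours; normalized against plate controls of thapsigargin alone and 5% DMSO vehicle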
Ins promoter up: insulin promoter activators in MIN6 cells, imaging, high-content screening, mouse beta cells; MIN6 insulin promoter-GFP reporter; stronger effect = higher value; z-score at 5 µM; 0.3% of 190,000 active; AID 1625, 2009;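 active = z-score above 3 at 5 µM with at least 500 cells counted in the well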
Dynein cargo inh cytoplasmic EGFP: also measured in Dynein cargo inh; calls as there; z-score; measured here: cytoplasmic GR-EGFP intensity; stronger effect = higher value
Dynein cargo inh nuclear GR-EGFP: second read-out of Dynein cargo inh, no call of its own (marks repeat the call); z-score; measured here: nuclear GR-EGFP intensity;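 lower value marks the stronger effect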
Dynein cargo inh cell count: second read-out of Dynein cargo inh, no call of its own (marks repeat the call); z-score; measured here: cell count per field
Ins promoter up cell count: further read-out of Ins promoter up, marked with its call; cell count; measured here: cytotoxicity, nuclei count;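 total cells summed across four imaged fields per well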
bCat nuc transl cell count 5 µM: recorded beside bCat nuc transl, whose call it bears; cell count; measured here: cell count, cytotoxicity flag
MT stabilize HCS Hoechst-high %: also measured in MT stabilize HCS; calls as there; % Hoechst-high responders; measured here: nuclear condensation Hoechst responders;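 share of cells brighter than vehicle mean plus two SD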
MT stabilize HCS cytotoxicity %: recorded beside MT stabilize HCS, whose call it bears; toxicity, %; measured here: cytotoxicity by cell density;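 0% = mean cell density of plate MIN control wells and 100% = no cells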
Autophagy HCS cell loss 18 h: recorded beside Autophagy HCS, whose call it bears; toxicity, %; measured here: cell loss, nuclei count;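 cell loss after 18 h compound exposure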
* hit, by the source's call; i = inactive; · = no result given; [ ] = dose if it differs, or a comment.

SMILES	bCat nuc transl	bCat nuc transl cell count 5 µM	Dynein cargo inh	Dynein cargo inh cytoplasmic EGFP	Dynein cargo inh nuclear GR-EGFP	Dynein cargo inh cell count	Autophagy HCS	Autophagy HCS cell loss 18 h	M17LAP inhibition	K1F lysis inhibition	P. falciparum M1AAP	MT stabilize HCS	MT stabilize HCS Hoechst-high %	MT stabilize HCS cytotoxicity %	CSM14.1 death rescue	Ins promoter up	Ins promoter up cell count
N=c1ccccn1CC(O)COc1ccccc1 (stereo unspecified)	-1.8	1193	-0.646	-0.162	-0.132	0.209	i	17.4	1.2%	0.3%	4.5%	1.7	2.9	9.0	0.3%	·	·
N#C/C(=C/c1ccccc1)c1nn(CCO)c(N)c1C#N	-0.7	1106	-0.491	-0.123	-0.741	1.01	i	6.3	3.9%	i	10.8%	1.4	2.4	8.6	-1.3%	0.47	1946
COc1ccc2c(c1)C(C)=CC(C)(C)N2C(=O)C(C)N1C(=O)c2ccccc2C1=O (stereo unspecified)	-2.7	1160	-0.436	-0.21	-0.903	0.109	i	7.8	-12.2%	2.1%	7.2%	1.4	1.1	7.1	-3.4%	·	·
COc1cc(-c2nnc(CSc3nc4ccccc4s3)o2)cc(OC)c1OC	-0.1	1206	1.8	0.0568	1.04	-1.11	i	1.4	-9.1%	·	-3.4%	4.0	1.3	8.5	3.3%	-2.33	963
CCOC(=O)CN(Cc1sccc1C)C(=O)Nc1ccc(OCC)cc1	-2.3	1120	-0.173	-0.239	-0.118	0.224	i	5.7	1.7%	0.7%[50 µM]	3.4%	2.8	2.3	6.2	-1.6%	0.1	1460
COc1ccc(OCC(O)CNC(=O)c2c(-c3ccccc3)noc2C)cc1 (stereo unspecified)	1.0	1356	-0.743	-0.192	-0.57	1.04	·	·	2.4%	0.0%	9.5%	·	·	·	·	1.46	1445
CS(=O)(=O)N(Cc1ccccc1)c1ccccc1C(=O)O	·	·	-1.2	0.452	-0.24	0.283	i	-10.3	-3.0%	0.0%	6.3%	0.7	0.6	4.8	-1.3%	-0.12	1344
Cc1ccc(NC(=S)N(N)CCO)cc1	-2.7	1072	-0.912	-0.289	-0.569	1.33	i	-0.8	-2.6%	0.0%	3.4%	2.2	2.8	7.1	-1.3%	0.71	1199
O=C1CSC(=S)N1/N=C/c1ccc(O)c(O)c1O	-0.3	1259	0.389	-0.259	0.0817	0.111	·	·	21.9%	-1.7%[50 µM]	22.0%	·	·	·	·	0.15	1110
O=C(Cc1csc(N2CCOCC2)n1)N/N=C/c1cccc(O)c1	-2.0	1147	0.149	0.129	0.468	-1.05	i	26.5	2.0%	0.0%	8.1%	2.3	1.7	11.3	-1.1%	-0.25	843
N#Cc1cc2cc3c(cc2nc1N1CCOCC1)OCO3	-7.5	1000	0.446	-0.201	0.199	0.358	i	1.8	-7.6%	10.4%	4.9%	3.7	2.5	4.8	-1.8%	0.11	1260
O=C(c1ccc(F)cc1)N1CCN(c2ccc([N+](=O)[O-])c(N3CCOCC3)c2)CC1	·	·	-0.194	-0.252	-0.0342	0.647	i	-8.5	11.3%	2.0%	12.5%	2.2	2.1	6.6	-1.9%	0.64	1361
COc1ccc(NC(=O)COC(=O)c2c3c(nc4ccccc24)CCCC3)cc1Cl	-2.6	1131	0.938	-0.275	1.4	0.0826	i	-4.6	-2.9%	-2.1%	6.6%	4.4	1.5	2.9	1.5%	-1.19	839
NCCCC[C@H]1NC(=O)[C@H](CCC(=O)O)NC(=O)c2cc([N+](=O)[O-])cc(I)c2OCC[C@@H](C(N)=O)NC1=O	·	·	0.518	-0.283	0.615	0.347	i	-58.1	36.0%	·	17.0%	1.9	1.6	2.9	-3.3%	0.36	1409
CC(C)NC(=O)Nc1cccc(Cl)c1	0.1	1373	-0.219	-0.29	-0.125	0.0751	·	·	5.5%	0.3%[50 µM]	3.4%	·	·	·	·	0.03	1112
COc1cc(S(=O)(=O)N(Cc2cccnc2)Cc2ccco2)ccc1-n1cnnn1	0.2	1091	-1.2	-0.216	0.0381	0.721	i	19.8	4.3%	1.9%	5.9%	3.8	3.2	7.0	-1.1%	-0.34	1082
COC(=O)c1ccc(NC(=O)c2ccco2)cc1	-5.2	996	-1.09	0.0622	-0.269	0.162	i	-61.0	10.1%	0.1%	4.5%	2.0	2.7	8.1	0.5%	0.03	1238
COc1ccccc1Nc1nc(=O)[nH]nc1C	·	·	-0.758	-0.092	-0.366	0.15	i	-3.0	-5.3%	1.6%	6.5%	1.9	2.6	9.7	-0.6%	·	·
CC(=O)c1ccc(NC(=S)Nc2cccc(S(=O)(=O)Nc3c(C)n(C)n(-c4ccccc4)c3=O)c2)cc1	-0.3	1006	0.0667	-0.335	0.327	0.0599	i	9.9	5.8%	0.1%	17.8%	8.9	2.6	9.4	-2.1%	-0.12	1367
CCOC(=O)c1cc2n(n1)C(C(F)(F)C(F)(F)F)CC(C)N2 (stereo unspecified)	-0.8	1078	-1.22	-0.231	-0.549	0.204	i	1.2	-5.0%	-0.4%	5.9%	0.8	1.3	4.4	-2.7%	-0.07	2009
CC1CN(/C(=N\S(=O)(=O)c2ccccc2)c2ccccc2)CC(C)O1 (stereo unspecified)	0.0	1374	-0.155	-0.219	-0.112	0.282	·	·	-1.9%	0.4%	-0.5%	·	·	·	·	0.3	1074
COc1ccc(S(=O)(=O)N2CCCC(C(=O)NCc3ccncc3)C2)cc1 (stereo unspecified)	·	·	0.179	-0.164	0.196	0.176	i	-5.3	-6.1%	0.8%[50 µM]	4.9%	4.3	2.5	1.3	-3.3%	0.01	1284
COc1cccc(NC(=O)C2CC(=O)N/C(=N/NC(=O)c3ccc(C)cc3)S2)c1 (stereo unspecified)	0.0	1310	-0.00961	-0.272	-0.412	0.973	·	·	5.9%	0.5%	-4.0%	·	·	·	·	-0.08	1159
CCN(CC)C(=O)CSc1nc(C)cc(C)c1C#N	1.1	1027	-0.0697	-0.257	-0.0547	0.19	i	18.4	3.6%	0.7%	7.0%	1.8	1.5	5.1	·	-0.51	1295
Cc1nc2sc(C(c3ccco3)N3CCN(c4ccccc4)CC3)c(O)n2n1 (stereo unspecified)	0.6	965	0.157	-0.188	0.195	-0.0709	i	-8.3	·	-2.3%	·	2.2	2.2	6.4	-3.9%	0.04	1375
O=C(/C=C/c1ccc2c(c1)OCO2)Nc1nc2ccc(F)cc2s1	-1.5	1422	0.228	-0.12	0.573	-0.921	·	·	5.1%	-0.1%	1.7%	·	·	·	·	0.19	1041
COC(=O)c1sccc1NC(=O)c1ccc(OC)c(OC)c1	-0.1	970	0.0857	-0.228	0.136	0.516	i	-9.1	-9.0%	-0.9%	-2.2%	2.0	2.1	7.6	0.9%	·	·
COc1ccccc1NC(=O)Nc1nnc(CC(=O)Nc2ccccc2C)s1	-2.6	1140	-0.529	-0.28	0.0742	0.654	i	3.5	-0.9%	-0.2%	-1.0%	4.0	2.2	7.9	-0.6%	1.45	1566
S=c1[nH]nc(-c2cccs2)n1/N=C/c1cccs1	-2.8	1135	0.248	-0.238	0.0578	-1.24	i	4.4	11.8%	-0.2%	11.7%	3.0	3.6	4.9	·	0.17	1166
O=C(NCCO)C1CCN(S(=O)(=O)c2ccc(F)cc2)CC1	-2.3	939	0.243	-0.158	0.68	-1.35	i	17.0	-2.0%	-0.4%	-3.7%	4.1	3.1	5.0	1.0%	-0.09	1539
Cc1ccccc1C(=O)Nc1ccc(N2CCCC2)cc1	-0.6	1046	1.89	0.152	1.52	-1.7	i	23.0	-2.4%	-2.0%	3.7%	1.8	0.9	2.9	-1.4%	-0.61	1465
CC(=O)NNC(=O)c1[nH]c2ccc(Cl)cc2c1-c1ccccc1	2.1	1343	-0.0812	-0.251	0.616	0.156	·	·	20.7%	0.7%	9.0%	·	·	·	·	0.14	1023
Cc1ccc(N(C(=O)Nc2ccccc2)C2=NCC(C)S2)cc1 (stereo unspecified)	0.7	1032	-0.144	-0.202	0.284	0.574	i	-12.5	1.7%	0.5%	-1.8%	3.1	1.4	4.7	0.0%	0.12	1699
C#CCNC(=O)C1=C[C@H](C2CC2)C[C@H](OCCCCO)O1	-2.1	1157	-0.679	-0.325	-0.0872	0.714	i	-23.7	-0.5%	1.8%	5.6%	4.1	1.9	9.6	-0.4%	-0.54	1355
O=C(CCCSc1nc2ccccc2s1)NCc1ccco1	-0.7	1131	0.56	-0.163	0.321	0.698	i	5.8	2.5%	3.5%	6.9%	6.0	4.1	8.2	-0.7%	0.13	1034
CCOC(=O)CSc1nc2cc(OCC)ccc2cc1C#N	-0.4	912	-0.323	-0.235	0.0343	1.07	i	-7.2	-4.0%	1.4%	-2.1%	4.4	2.5	5.8	-2.6%	1.33	1257
COc1ccc(OC)c(C2=Nn3c(nnc3C3CCCCC3)SC2)c1	-2.3	1178	0.658	0.0924	0.418	-0.404	i	2.9	5.8%	-0.3%	7.7%	2.5	1.7	10.6	-2.5%	-6.49	1165
